# Screening results from PubChem BioAssay.
# VEEV TC-83 Vero: inhibitors of VEEV TC-83 cytopathic effect, confirmation, Vero cells (AID 588727); 350,000 tested, 0.13% active; Vero cells, VEEV TC-83 cytopathic effect inhibition; higher % means a stronger effect; inhibition, % at 20 µM; hits with a dose series show IC50 in µM; in the data active = a potency from the dose series; inconclusive = inhibition mostly from about 14% at the one dose, without a potency; inactive = the rest, 99 in 100 with inhibition below about 12%; note: strong numbers were not always called active
# M. tuberculosis: growth inhibition of non-replicating M. tuberculosis (AID 488890). Mycobacterium tuberculosis non-replicating, growth inhibition; higher % means a stronger effect. one-dose inhibition, % at 25 µM; IC50 in µM for titrated hits. 320,000 tested, 0.39% active; in the data active = a potency from the dose series; inconclusive = inhibition mostly from about 82% at the one dose, without a potency; inactive = the rest, 99 in 100 with inhibition below about 76%;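 note: plate controls were DMSO cells for no effect and high antibiotic wells for full effect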
# Salmonella PhoP GFP: PhoP regulon inhibitors, Salmonella typhi PhoP promoter GFP reporter, confirmatory (AID 1850); Salmonella Typhi PhoP-promoter GFP reporter, fluorescence, 4 h; higher % means a stronger effect; inhibition, % at 50 µM, or IC50 in µM where a hit was titrated; 310,000 tested, 0.33% active; in the data active = a potency from the dose series; inconclusive = inhibition mostly from about 25% at the one dose, without a potency; inactive = the rest, 99 in 100 with inhibition below about 19%;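 note: 0% = induced wells with vehicle and 100% = uninduced wells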
# influenza NS1A: NS1A inhibition, H1N1 influenza, cell based functional assay (AID 504329) | NS1A functional cell-based assay, percent inhibition; higher % means a stronger effect | 340,000 tested, 0.3% active | one-dose inhibition, % at 12.5 µM; IC50 in µM for titrated hits; in the data active = a potency from the dose series; inconclusive = inhibition above about 27% without an active follow-up result; note: strong numbers were not always called active
# M. tuberculosis HTS: M. tuberculosis growth inhibition, HTS (AID 449762) | M. tuberculosis H37Rv growth inhibition, 7H9 media; higher % means a stronger effect | inhibition, % at 25 µM; hits with a dose series show IC50 in µM | 330,000 tested, 0.59% active; in the data active = a potency from the dose series; inconclusive = inhibition above about 70% without an active follow-up result;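 note: bacterial growth assessed after seven days of incubation; strong numbers were not always called active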
# VEEV TC-83 Vero 10K pilot screen: second read-out of VEEV TC-83 Vero, no call of its own (marks repeat the call); inhibition, %; measured here: 10K pilot screen inhibition
# * = called active by the depositor; i = inactive; ? = inconclusive; nt = no result given.
SMILES,VEEV TC-83 Vero,M. tuberculosis,Salmonella PhoP GFP,influenza NS1A,M. tuberculosis HTS,others
CCN(CC)CCNC(=O)c1cc2c(-c3ccc(Cl)cc3)nn(C)c2s1,i,nt,5.2%,4.0%,7.7%,
COCCOC(=O)C1=C(C)NC(=O)NC1c1c(F)cccc1Cl (centres undefined),0.3%,-0.9%,-12.0%,-6.1%,2.5%,
CCOc1cc(/C=N/NC(=O)c2ccncc2)ccc1OS(C)(=O)=O,0.8%,48.8%,-10.2%,26.8%,?,
O=C(CN1C(=O)c2cccc3cccc1c23)Nc1ccccc1C(=O)NCc1ccco1,5.2%,28.8%,-1.6%,8.0%,9.5%,
O=C(CCC(=O)NCCO)NCCO,i,-4.8%,-2.9%,-4.5%,6.8%,
CCn1c(O)c(/C=N/NC(=O)c2ccncc2)c(=O)n(CC)c1=S,0.8%,nt,nt,9.6%,nt,
CC1CCCC(NC(=O)COC(=O)c2ccc(Br)o2)C1C (centres undefined),i,68.8%,nt,-4.0%,10.4%,
Cc1ccc(NC(=O)C(C)SCc2ccccc2)cc1 (centres undefined),1.1%,?,-1.8%,2.2%,30.2%,
COCCSc1nnc(NC(=O)c2ccc(OC)c([N+](=O)[O-])c2)s1,1.9%,0.6%,15.3%,-0.7%,0.2%,
C[C@H](CS)C(=O)N1CCC[C@H]1C(=O)O,0.1%,0.3%,-2.0%,-4.3%,9.0%,
COc1ccc(-n2c(-c3ccccc3)nc(=S)c3c2CCCC3)cc1,2.2%,5.7%,-4.8%,-1.9%,-11.9%,
Cc1ccc(-c2nc(Nc3ccccc3)n[nH]2)cc1,1.4%,0.0%,-3.5%,9.8%,-5.2%,
CCS(=O)c1ccccc1C(=O)OCC(=O)Nc1ccc2ccccc2c1 (centres undefined),2.7%,23.0%,nt,-4.0%,-3.8%,
CCOC(=O)C1(C#N)Cc2ccccc2C1,2.5%,nt,nt,-24.1%,nt,
Cc1ccc(NC(=O)CN(C)C(=O)CSc2ccccc2F)cc1,2.3%,nt,nt,8.3%,-0.3%,
Nc1nc2nc(-c3ccc(F)cc3)cc(C(F)(F)F)n2n1,0.7%,-12.4%,-38.9%,0.4%,-4.0%,
Cc1cc(Nc2ccc(C)c(Br)c2)n2nc(C)nc2n1,8.4%,16.9%,4.3%,2.4%,-3.1%,
COc1ccc(-c2cc(CCCC(=O)N3CCN(c4ccc(OC)cc4)CC3)no2)cc1,0.1%,32.2%,0.9%,1.9%,-11.8%,
O=[N+]([O-])c1ccc(CNCCc2ccccc2)cc1,2.4%,48.3%,-2.2%,20.3%,3.3%,
Cc1cccc(Cn2cc(C=O)c3ccccc32)c1,i,45.0%,-18.8%,-9.3%,7.3%,
COC(=O)c1ccc(NC(=O)c2ccc(N(C)S(C)(=O)=O)cc2)cc1,i,1.4%,-14.4%,1.0%,0.8%,
COc1ccc(CNC(=O)CN(C(=O)c2snc(C(N)=O)c2N)c2ccccc2F)cc1,9.2%,6.8%,-3.3%,-11.8%,-1.0%,
OCCNc1c2c(nc3ccccc13)CCCC2,5.2%,-6.5%,-3.2%,-3.3%,-5.9%,
CCN(CC(=O)Nc1sc2c(c1C#N)CCCC2)CC(=O)NC1CCS(=O)(=O)C1 (centres undefined),0.1%,11.5%,5.0%,8.4%,0.8%,
CCN(C(=O)COC(=O)CSc1ccc(C)c(C)c1)C1CCS(=O)(=O)C1 (centres undefined),3.5%,3.3%,-10.1%,-11.8%,-10.1%,
# (more compounds)
SMILES,VEEV TC-83 Vero,M. tuberculosis,Salmonella PhoP GFP,influenza NS1A,M. tuberculosis HTS,others
CC(C)CC1C(C#N)=C(N)OC2=C1C(=O)CC(c1ccccc1)C2 (centres undefined),1.2%,26.0%,-8.7%,-3.6%,5.5%,
O=C(C[n+]1ccccc1)N/N=C/c1ccc(Cl)c(Cl)c1,i,-4.4%,9.9%,-0.8%,1.8%,
C=CCN1C(=O)C(O)(CC(=O)c2ccc(N)cc2)c2ccccc21 (centres undefined),i,10.7%,4.2%,2.1%,-4.3%,
CC1CC(C)CN(C(=O)COC(=O)COc2ccccc2C#N)C1 (centres undefined),2.6%,36.4%,nt,-11.3%,0.6%,
O=C(Nc1nc2ccccc2s1)c1ccccc1,5.6%,37.0%,10.1%,-9.4%,1.9%,
Cc1ccc(N=CNc2ccc(C)cc2C)c(C)c1,0.1%,0.6%,-3.7%,nt,-8.1%,
CC(=O)Nc1ccc(C(=O)NNC(=O)C2C3CCCCC32)cc1 (centres undefined),i,9.3%,-3.1%,5.6%,-8.2%,
CCOC(=O)COn1c(=O)c(-c2ccc(Cl)cc2)[n+]([O-])c2ccccc21,i,2.5%,7.3%,0.6%,11.5%,
CC(C)c1ccccc1NC(=O)C1CN(S(=O)(=O)c2ccccc2)CCN1S(=O)(=O)c1ccccc1 (centres undefined),0.5%,9.3%,-5.3%,-4.3%,5.3%,
O=C(CNC(=O)c1nc[nH]c1C(=O)N1CCN(c2ccccc2)CC1)OCc1ccccc1,4.1%,28.0%,-6.4%,-16.6%,4.2%,
Cc1ccc(N(C(=O)CS(=O)CC(=O)Nc2ccc(F)cc2)C(C(=O)NC2CCCCC2)c2ccco2)cc1 (centres undefined),2.0%,-6.3%,6.0%,-1.0%,-1.7%,
COc1ccc(OC)c(-n2nnnc2SCC(=O)Nc2cc(C)ccc2OC)c1,1.4%,3.5%,5.0%,4.8%,-8.7%,
O=C(N/N=C/C=C/c1ccc2c(c1)OCO2)C(O)c1ccccc1 (centres undefined),1.7%,-0.7%,5.7%,0.4%,-3.9%,
COc1cc(/C(C#N)=C/c2ccccc2)c([N+](=O)[O-])cc1OC,i,15.1%,6.2%,8.3%,2.6%,
Cc1cc(OCC(=O)N2CCCC2)cc(C)c1Cl,i,79.2%,-4.7%,-1.0%,6.6%,
C=CCNC(=O)c1cccc2c1C(=O)c1ccc(N3CCOCC3)cc1S2(=O)=O,0.6%,16.2%,nt,4.0%,-4.5%,
O=C1C(Cl)=C(N2CCOCC2)C(=O)N1c1cccc(C(F)(F)F)c1,i,?,-1.1%,2.5%,8.6%,
O=c1cc(/N=C/c2coc3c(ccc4ccccc43)c2=O)[nH]c(=S)[nH]1,0.6%,52.2%,-7.1%,10.6%,49.3%,
Cc1ccccc1NC(=S)N1CCC(NC(=O)c2ccco2)CC1,0.6%,-8.0%,-9.4%,0.9%,-5.2%,
CCc1ccc(OCc2nnc(SCCN3CCOCC3)n2CC)cc1,i,15.1%,-5.6%,-1.4%,0.8%,
Cc1ccc(OCc2nnc(SCC(=O)NCc3ccco3)n2C)cc1,i,5.2%,7.9%,1.9%,1.7%,
Cc1c(C)n(CC(O)CN2CCCCC2)c2ccccc12 (centres undefined),0.1%,-11.7%,6.2%,1.6%,-4.3%,
O=C(NCc1ccccc1)c1nnc(CS(=O)(=O)c2ccccc2)o1,1.4%,-3.6%,5.8%,4.4%,-3.7%,
CC1(/[N+]([O-])=C\c2ccccc2F)CCCCC1=O (centres undefined),0.8%,-4.0%,4.5%,-17.8%,-6.8%,
Cc1cc(Br)cc(Br)c1OCC(=O)NNC(=O)Nc1ccccc1,0.4%,-1.8%,-0.4%,7.0%,-1.2%,

# Molecules above containing a halogen, in the order listed:
SMILES,VEEV TC-83 Vero,M. tuberculosis,Salmonella PhoP GFP,influenza NS1A,M. tuberculosis HTS,others
CCN(CC)CCNC(=O)c1cc2c(-c3ccc(Cl)cc3)nn(C)c2s1,i,nt,5.2%,4.0%,7.7%,
COCCOC(=O)C1=C(C)NC(=O)NC1c1c(F)cccc1Cl (centres undefined),0.3%,-0.9%,-12.0%,-6.1%,2.5%,
CC1CCCC(NC(=O)COC(=O)c2ccc(Br)o2)C1C (centres undefined),i,68.8%,nt,-4.0%,10.4%,
Cc1ccc(NC(=O)CN(C)C(=O)CSc2ccccc2F)cc1,2.3%,nt,nt,8.3%,-0.3%,
Nc1nc2nc(-c3ccc(F)cc3)cc(C(F)(F)F)n2n1,0.7%,-12.4%,-38.9%,0.4%,-4.0%,
Cc1cc(Nc2ccc(C)c(Br)c2)n2nc(C)nc2n1,8.4%,16.9%,4.3%,2.4%,-3.1%,
COc1ccc(CNC(=O)CN(C(=O)c2snc(C(N)=O)c2N)c2ccccc2F)cc1,9.2%,6.8%,-3.3%,-11.8%,-1.0%,
O=C(C[n+]1ccccc1)N/N=C/c1ccc(Cl)c(Cl)c1,i,-4.4%,9.9%,-0.8%,1.8%,
CCOC(=O)COn1c(=O)c(-c2ccc(Cl)cc2)[n+]([O-])c2ccccc21,i,2.5%,7.3%,0.6%,11.5%,
Cc1ccc(N(C(=O)CS(=O)CC(=O)Nc2ccc(F)cc2)C(C(=O)NC2CCCCC2)c2ccco2)cc1 (centres undefined),2.0%,-6.3%,6.0%,-1.0%,-1.7%,
Cc1cc(OCC(=O)N2CCCC2)cc(C)c1Cl,i,79.2%,-4.7%,-1.0%,6.6%,
O=C1C(Cl)=C(N2CCOCC2)C(=O)N1c1cccc(C(F)(F)F)c1,i,?,-1.1%,2.5%,8.6%,
CC1(/[N+]([O-])=C\c2ccccc2F)CCCCC1=O (centres undefined),0.8%,-4.0%,4.5%,-17.8%,-6.8%,
Cc1cc(Br)cc(Br)c1OCC(=O)NNC(=O)Nc1ccccc1,0.4%,-1.8%,-0.4%,7.0%,-1.2%,

# The list goes on:
SMILES,VEEV TC-83 Vero,M. tuberculosis,Salmonella PhoP GFP,influenza NS1A,M. tuberculosis HTS,others
CC(C)(C)C(=O)/C=C(\N)c1ccncc1,1.0%,-12.2%,12.1%,-2.9%,-9.5%,
CC1=NN(C(N)=S)C(=O)C1N=Nc1ccc(C)c(Br)c1 (centres undefined),5.0%,?,-0.5%,-26.9%,11.5µM*,
CC(=O)N1CCN(S(=O)(=O)c2ccc(S(=O)(=O)NC3CC3)cc2)CC1,3.4%,3.6%,1.9%,1.9%,7.7%,
COc1ccc(OCCOC(=O)c2cccc(-n3cnnn3)c2)cc1,2.4%,7.4%,-3.7%,-9.1%,11.0%,
Cc1c(-n2c(=S)[nH]c3ccccc3c2=O)c(=O)n(-c2ccccc2)n1C,i,1.4%,-2.4%,-3.1%,6.6%,
COCCN1CN=C(Nc2nc3ccccc3o2)NC1,0.5%,4.0%,-0.8%,-15.3%,5.1%,
Cn1c(SCC(=O)Nc2ccccc2Cl)nnc1C1CC1,0.7%,-19.5%,17.3%,8.2%,4.4%,
Cc1ccc(CNC(=O)CN(Cc2ccccc2)S(C)(=O)=O)cc1,0.7%,-4.8%,8.2%,14.0%,-1.1%,
Cn1c(=O)c(=O)n(C)c2cc(S(=O)(=O)N3CCCCCC3)ccc21,i,1.7%,-11.2%,-5.0%,-7.2%,
CN(Cc1cc2ccccc2[nH]c1=O)C(=O)C1CCCCC1,0.1%,6.7%,0.3%,2.6%,-5.6%,VEEV TC-83 Vero 10K pilot screen=0.8
Cc1ccc(C(c2nnnn2CS(=O)(=O)c2ccc(C)cc2)N2CCC(C(N)=O)CC2)cc1 (centres undefined),i,18.6%,-2.2%,1.2%,1.1%,
CCc1ccc(NC(=O)CC2C(=O)NCCN2C(=O)c2ccccc2OC)cc1 (centres undefined),1.6%,-9.2%,-5.7%,-2.4%,1.7%,
COc1ccc(/C=N/Nc2ccccn2)cc1O,2.7%,-4.6%,10.9%,-8.2%,2.7%,
O=C(Nc1ccccc1F)C1C2C=CC3(O2)C1C(=O)N(c1cccnc1)C3C(=O)NC1CCCCC1 (centres undefined),1.3%,?,0.7%,-2.8%,-2.9%,
CCCCOC(=O)C1C2CCC(O2)C1C(=O)OCC (centres undefined),0.5%,nt,nt,-23.0%,nt,
Cc1ccc(S(=O)(=O)N2CCCC(C(=O)N3CCN(c4ccccc4)CC3)C2)cc1 (centres undefined),8.5%,29.5%,-6.5%,-3.4%,-5.5%,
O=C(CC1C(=O)NCCN1C(=O)Nc1ccccc1)Nc1ccc2c(c1)OCCO2 (centres undefined),i,7.8%,4.9%,-2.6%,1.1%,
O=C(Nc1ncccn1)c1ccc(C(F)(F)F)cc1,i,-2.7%,0.1%,0.5%,5.1%,
CCN(CC)CCSc1nnc(Nc2ccccc2)n1-c1ccccc1,i,-16.2%,3.0%,-2.4%,-1.6%,
O=C(O)c1cc2nc(-c3ccccc3)cc(-c3ccccc3)n2n1,1.7%,4.2%,-14.0%,-0.9%,1.2%,
Cc1ccc2c(c1)NC(=O)c1cc([N+](=O)[O-])ccc1O2,1.0%,-8.3%,-8.0%,-5.1%,-2.4%,
CC(C)(C)C(=O)/C(=C/c1ccc(Cl)cc1)n1cncn1,i,75.7%,2.8%,-23.9%,?,
O=C(Nc1ccc(Oc2cccnc2)cc1)C1CCN(Cc2cc(Cl)ccc2O)CC1,0.0%,?,10.0%,13.5%,?,
